# GRK2 inh: compounds blocking aptamer binding on GRK2 – biochemical, human GRK2, bead flow cytometry, HTS, primary screen; Beta-adrenergic receptor kinase 1 (Homo sapiens), P25098; FAM-aptamer displacement from GRK2; inhibition of aptamer binding, % at 10 µM; 330,000 tested, 0.59% active; AID 488847, 2010;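 active means inhibition of aptamer binding above 40%, roughly 3 SD of noise, on plates passing a quality check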;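 further: median bead fluorescence of bound FAM aptamer so fluorescent compounds give negative values; no value below 0 was filed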
# MEX-5 binding: MEX-5 zinc finger RNA-binding disruptors – biochemical, C. elegans, fluorescence polarization, MLPCN library, primary screen | Zinc finger protein mex-5 (Caenorhabditis elegans), Q9XUB2 | MEX-5/FITC-TCR2 RNA binding; stronger effect = lower value | activity score (negative = inhibition of binding), % at 10 µM | 300,000 tested, 0.38% active | AID 1832, 2009;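 active means inhibition past about -25% in most replicates, and total fluorescence under double the plate's negative control median, limit read from the data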;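 further: 0% = DMSO and -100% = 5 µM competing unlabeled TCR2 RNA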
# Bcl-xL primary: inhibitors of human Bcl-xL, primary screen, biochemical, fluorescence polarization, HTS; Bcl-2-like protein 1 (Homo sapiens), Q07817; inhibition, % at 10.9 µM; 320,000 tested, 0.7% active; GST-Bcl-xL / FITC-Bim BH3 peptide fluorescence polarization;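 active means inhibition above the mean of all tested compounds plus 3 SD, cutoff set per campaign, cut at about 30% in these data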;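 further: 0% = DMSO wells and 100% = unlabeled Bim-BH3 peptide competitor; inhibitors lower millipolarization by displacing the labeled peptide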
# Target sequence (Q07817 whole entry, looked up): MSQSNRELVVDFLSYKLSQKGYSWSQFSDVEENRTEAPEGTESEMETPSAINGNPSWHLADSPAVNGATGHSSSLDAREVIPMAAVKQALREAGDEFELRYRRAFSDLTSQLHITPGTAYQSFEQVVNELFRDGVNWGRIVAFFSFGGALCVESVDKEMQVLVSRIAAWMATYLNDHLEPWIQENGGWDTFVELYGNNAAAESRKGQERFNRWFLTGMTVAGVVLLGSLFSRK
# VLA-4 inh: inhibition in human VLA-4 binding assay, primary screen, VLA-4 allosteric modulator project, MLPCN library, flow cytometry, VLA-4 expressing cells; inhibition, % (about 7 µM as worked out from the volumes in the protocol); AID 2557, 2010; ligand binding flow cytometry; 330,000 tested, 0.2% active; Integrin alpha-4 (Homo sapiens), P13612; in the data active means inhibition above about 50%
# Fam108B inh: mouse Fam108B serine hydrolase inhibitors, primary screen, counter-screen for RBBP9 inhibitor project, biochemical, fluorescence polarization; recombinant Fam108B, FP-Rh probe fluorescence polarization; inhibition, % at 9.51 µM; 300,000 tested, 0.33% active; AID 1947, 2009;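 active means inhibition above the screen mean inhibition plus 3 SD, computed separately per campaign, cut at about 18% in these data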;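 further: inhibitors lower polarization as less probe binds the enzyme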
# MCL1 BIM primary: inhibitors of MCL1 binding to BIM-BH3, primary screen, biochemical, fluorescence polarization; inhibition, % at 10.9 µM; 320,000 tested, 0.68% active; Induced myeloid leukemia cell differentiation protein Mcl-1 (Homo sapiens), Q07820; GST-MCL1 / FITC-Bim-BH3 fluorescence polarization;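 active means inhibition above the mean inhibition of all tested compounds plus 3 SD, set per campaign, cut at about 40% in these data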;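 further: 0% = DMSO wells and 100% = unlabeled Bim-BH3 peptide control; higher means more loss of mP so more displacement of Bim peptide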
# Efflux pump mplx: inhibitors of Candida efflux pumps in yeast, primary screen, S. cerevisiae, Nile Red, multiplex; 330,000 tested, 0.44% active; S. cerevisiae Candida pump triplex; inhibition, % at 10 µM; AID 485275, 2010;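 active means plate passing quality check with inhibition over a set limit, or well fluorescence over plate mean plus 4 SD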;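 further: Nile Red retained in pooled yeast measured as flow cytometry median fluorescence; 0% = buffer negative control and 100% = Enniatin B positive control; higher means more Nile Red kept so more efflux inhibition; some compounds called inactive have numbers as strong as hits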
# PME-1 inh: PME-1 inhibitors via competitive probe labeling, primary screen, biochemical, fluorescence polarization, FP-Rh probe, HTS. Protein phosphatase methylesterase 1 (Homo sapiens), Q9Y570. inhibition, % at 5.9 µM. recombinant PME-1. AID 2130, 2009. 320,000 tested, 0.53% active;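 active means inhibition above the campaign mean of all compounds plus 3 SD, cut at about 26% in these data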;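 further: competitive labeling of PME-1 active site by serine hydrolase directed probe; 0% = PME-1 with DMSO and 100% = wells lacking PME-1 enzyme; inhibitors block probe labeling so polarization falls and inhibition rises; many of its hits are not listed in these tables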
# Target sequence (Q9Y570 whole entry, looked up): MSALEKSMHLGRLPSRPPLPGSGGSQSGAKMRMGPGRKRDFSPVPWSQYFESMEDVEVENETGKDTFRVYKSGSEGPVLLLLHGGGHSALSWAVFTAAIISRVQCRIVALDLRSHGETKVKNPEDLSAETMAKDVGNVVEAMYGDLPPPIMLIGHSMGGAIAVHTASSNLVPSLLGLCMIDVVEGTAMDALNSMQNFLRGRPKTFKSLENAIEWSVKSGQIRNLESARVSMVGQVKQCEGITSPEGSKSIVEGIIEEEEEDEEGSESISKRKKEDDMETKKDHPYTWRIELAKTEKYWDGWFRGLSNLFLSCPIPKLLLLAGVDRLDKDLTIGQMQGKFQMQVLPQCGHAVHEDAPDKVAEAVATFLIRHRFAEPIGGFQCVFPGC
# GLD-1 TGE inh: GLD-1/TGE RNA complex disruptors, primary screen, biochemical, fluorescence polarization. Female germline-specific tumor suppressor gld-1 (Caenorhabditis elegans), Q17339. 320,000 tested, 0.44% active. purified GLD-1 + fluorescein TGE RNA. inhibition, % at 5.96 µM;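 active means percent inhibition above a per-plate cutoff, the plate mean of test compounds plus 3 SD, cut at about 30% in these data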;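 further: 0% = DMSO wells with GLD-1 and probe and 100% = wells lacking GLD-1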
# Target sequence (Q17339 whole entry, looked up): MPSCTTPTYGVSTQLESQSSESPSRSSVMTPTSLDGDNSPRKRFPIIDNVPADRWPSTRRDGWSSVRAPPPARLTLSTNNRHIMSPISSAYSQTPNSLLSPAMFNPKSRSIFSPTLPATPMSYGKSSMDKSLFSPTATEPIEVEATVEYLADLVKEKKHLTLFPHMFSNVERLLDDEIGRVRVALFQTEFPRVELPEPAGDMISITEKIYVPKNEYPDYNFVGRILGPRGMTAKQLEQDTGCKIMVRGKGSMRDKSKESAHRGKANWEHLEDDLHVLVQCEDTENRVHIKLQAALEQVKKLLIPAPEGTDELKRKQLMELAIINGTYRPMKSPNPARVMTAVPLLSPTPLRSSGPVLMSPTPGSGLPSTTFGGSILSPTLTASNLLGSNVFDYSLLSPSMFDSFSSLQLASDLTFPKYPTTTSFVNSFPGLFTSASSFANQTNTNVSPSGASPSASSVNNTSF
# Active calls of the source: *; x = no result given. A portion of the library; count on the stated rates, not on these rows.
SMILES,GRK2 inh,MEX-5 binding,Bcl-xL primary,VLA-4 inh,Fam108B inh,MCL1 BIM primary,Efflux pump mplx,PME-1 inh,GLD-1 TGE inh
O=C(c1ccsc1)N1CCCC(N2CCN(c3cccc(C(F)(F)F)c3)CC2)C1 (stereo not given),1,2.1,7,7,1,4,0.1,2,-2
CC(C)c1cccc(-c2ccc3c(c2)S(=O)(=O)c2cccc(C(=O)O)c2C3=O)c1,4,x,9,13,x,4,-0.1,-6,8
O=C(Nc1ccccc1)c1nc[nH]c1C(=O)NCCN(CCNC(=O)c1[nH]cnc1C(=O)Nc1ccccc1)CCNC(=O)c1[nH]cnc1C(=O)Nc1ccccc1,0,x,x,-8,x,x,0.8,x,-1
Cn1c(SCC(=O)N2CCc3ccccc32)nnc1-c1ccc(S(=O)(=O)N2CCCC2)cc1,0,2.0,4,18,1,2,0.1,-3,0
O=C(c1ccc2nc3ccc(Cl)cc3c(=O)n2c1)N1CCOCC1,0,-0.6,1,13,0,-3,0.1,-4,6
O=C(NCc1ccc2c(c1)OCO2)c1ccc(COc2cccc(Cl)c2)o1,0,-5.6,1,7,-9,0,-0.2,-4,4
COc1ccc(NC(=O)c2cc3c([nH]c4ccccc43)c(C)n2)cc1,1,-1.6,4,-2,-1,7,0.0,0,1
COc1ccc(N2CCN(C(=O)CN3C(=O)COc4ccccc43)CC2)cc1,1,0.2,6,7,-3,2,0.0,1,-4
COc1ccc(/C=N/Nc2nc(Nc3ccccc3)nc(N3CCCC3)n2)cc1[N+](=O)[O-],0,2.5,4,-3,-5,6,0.0,-1,3
Cn1cccc1C(C#N)c1ccccc1C#N (stereo not given),0,0.8,-1,20,1,-3,0.0,2,-4
O=C(Nc1cccc(Oc2ccc3c(c2)C(=O)NC3=O)c1)c1cccs1,2,0.0,5,10,-9,11,-0.1,-10,6
CCNC(=O)C1CCCN1C(=O)C(CCCN=C(N)N)NC(=O)C(CC(C)C)NC(=O)C(Cc1cn(Cc2ccccc2)cn1)NC(=O)C(Cc1ccc(O)cc1)NC(=O)C(CO)NC(=O)C(Cc1c[nH]c2ccccc12)NC(=O)C(Cc1cnc[nH]1)NC(=O)C1CCC(=O)N1 (stereo not given),0,-0.1,4,-2,4,-6,-0.2,1,-4
O=C(NC1=NCCS1)C1CC(=O)N(c2ccc(F)cc2)C1 (stereo not given),1,-0.8,2,12,-2,-4,0.2,-2,11
CCC(OC(=O)c1nsc(Cl)c1Cl)C(=O)NCC1CCCO1 (stereo not given),0,-3.4,6,-4,3,5,0.2,-1,0
O=C(N/N=C/c1ccccc1OCc1ccccc1)c1cccs1,0,-1.2,1,-19,-16,-2,0.0,-4,-20
Cc1nc(NC(=O)CSc2ccccc2N)sc1C,0,1.5,5,-2,0,6,0.0,-1,7
CCOc1ccc(Nc2cc(C)nc(-n3nc(C)cc3C)n2)cc1,10,-7.8,9,36,-5,6,0.0,3,3
C1=C(c2ccccc2)Nc2nnnn2C1,2,-0.5,6,6,0,4,0.2,2,4
CC(=O)c1ccc2c(c1)c1ccccc1n2CC(C)C,2,-1.7,3,10,2,5,-0.1,-10,7
N/C(=N\OC(=O)c1ccccc1[N+](=O)[O-])c1ccccn1,0,2.4,4,3,-2,-2,0.0,3,-2
Fc1ccc(CNn2cnnc2SCc2ccc(F)cc2)cc1,1,2.0,-6,-13,0,-4,0.4,6,16
O=C(CN1CCOCC1)Nc1nc(-c2ccc(Cl)cc2)cs1,0,0.3,9,1,-7,5,0.0,-3,-4
Clc1cccc(Cl)c1CSc1nnc([C@@H]2CCCN2)o1,x,3.3,4,0,0,-1,0.0,-4,-1
CCc1c(C)nc2ncnn2c1N1CCC(C(=O)Nc2ccccc2)CC1,2,-0.5,5,-5,-5,1,0.0,4,4
CC(=O)N1CCN(C(=O)c2ccc(OC3CCN(Cc4ccccn4)CC3)cc2)CC1,0,-1.5,9,-2,-1,12,-0.2,6,-4
COc1ccc(C(=O)NNC2CC(=O)N(Cc3ccc(Cl)cc3)C2=O)cc1OC (stereo not given),2,3.5,4,13,1,7,0.3,0,2
COc1cccc(NC(=O)Nc2cc(C(=O)O)ccc2N2CC3CC(C2)c2cccc(=O)n2C3)c1 (stereo not given),2,0.0,5,0,1,5,-0.1,-3,0
CCCC(=O)Nc1ccc(Br)c(Cl)c1,0,0.1,7,25,8,4,0.1,0,5
Cc1nc2ccc(Cl)cc2c(-c2ccccc2F)c1CC(=O)O,0,-0.9,2,26,-3,5,-0.1,13,7
O=S(=O)(c1ccccc1F)N1CCN(CCOc2ccccc2)CC1,7,x,-4,10,x,-5,0.1,3,6
O=C(Cc1cccc2ccccc12)Nc1ccc2c(c1)C(=O)NC2=O,2,-1.5,7,1,-1,8,0.0,-7,2
C=CCN(c1ccc(C(N)=O)cc1)S(C)(=O)=O,0,-1.4,0,15,0,0,0.1,-12,6
Cn1c(Cn2c(=O)sc3ccccc32)nnc1SCC(N)=O,4,0.7,1,1,-2,1,0.0,1,6
C=CCN=C(NC#N)SCc1ccccc1Cl,0,x,-4,9,-7,-4,0.0,-4,1
COc1nnc(-c2ccc(C)c(S(=O)(=O)NC(C)C)c2)c2ccccc12,17,1.2,4,8,-3,6,-0.1,4,3
Cc1ccc2nc(-c3ccncc3)cc(C(=O)NCc3ccccc3F)c2c1,2,-0.2,-1,1,-3,1,0.3,-2,2

# The list goes on; it opens with the 2 that closed the last part.
SMILES,GRK2 inh,MEX-5 binding,Bcl-xL primary,VLA-4 inh,Fam108B inh,MCL1 BIM primary,Efflux pump mplx,PME-1 inh,GLD-1 TGE inh
COc1nnc(-c2ccc(C)c(S(=O)(=O)NC(C)C)c2)c2ccccc12,17,1.2,4,8,-3,6,-0.1,4,3
Cc1ccc2nc(-c3ccncc3)cc(C(=O)NCc3ccccc3F)c2c1,2,-0.2,-1,1,-3,1,0.3,-2,2
Cc1ccc(C)c(-c2nnc(NC(=O)C3=COCCO3)o2)c1,0,0.9,6,-1,-1,0,-0.2,1,2
COc1cccc(NC(=O)C2CCCN(S(=O)(=O)c3cccc4nsnc34)C2)c1 (stereo not given),3,-9.2,7,-10,-4,3,0.0,5,-1
COc1ccc(CC(=O)NCC2(c3ccc(OC)c(OC)c3)CCCC2)cc1,1,0.2,-2,5,-2,-3,0.1,-1,-3
O=C(O)c1nn(Cc2nc3ccccc3o2)c(=O)c2ccccc12,0,-1.6,2,2,1,7,0.1,11,0
COc1cc(OC)c(OC)cc1/C=N/n1c(COc2ccccc2)n[nH]c1=S,0,-1.7,-1,-15,2,-1,0.4,-4,-6
CCOc1ccccc1NC(=O)CCN1CCN(S(=O)(=O)c2ccc(Br)cc2)CC1,0,-0.3,5,14,1,3,0.2,5,-1
COc1cc(C2C(C(=O)c3cccs3)=C(O)C(=O)N2Cc2ccco2)cc(OC)c1OC (stereo not given),0,2.0,-4,12,1,-2,0.3,-1,1
CSc1nc(-c2ccccc2)nc(NC(C)=O)c1C(C)=O,0,2.2,-3,-12,-4,-6,0.1,2,2
CCOC(=O)/C(C(C)=O)=C1/OC(=O)c2ccccc21,0,-1.9,2,-10,-2,-2,0.1,-7,9
COc1cc(C(=O)NC2CC3CCCC(C2)N3Cc2ccccc2)cc(OC)c1OC (stereo not given),0,1.6,1,5,1,-2,-0.1,6,-3
COc1ccc(NC(=O)c2ccco2)cc1NC(=O)c1ccccc1[N+](=O)[O-],0,1.3,-4,7,-3,-1,0.1,-2,11
COc1ccc(/C=N/NC(=O)c2ccn[nH]2)cc1COc1ccc([N+](=O)[O-])c(C)c1,0,0.6,2,2,-33,1,-0.1,-56,17
COC(=O)[C@@]1(Cc2ccc(F)cc2)[C@H]2c3cc(C(=O)N4CCCC4)n(CCc4ccccn4)c3C[C@H]2CN1C(=O)c1ccccc1,0,x,7,30,3,-1,-0.1,1,6
CCC(CO)Oc1cc(NC(=O)c2ccc(OC)cc2)c2ncn(C(C)C)c2c1 (stereo not given),0,x,x,4,x,x,-0.1,x,3
COc1ccc(-n2nnnc2/C=C/Nc2cc(C(F)(F)F)ccc2OC)cc1,1,1.2,1,8,-6,-6,0.0,-7,-2
CCCCCn1c(N2CCC(C(N)=O)CC2)nc2c1c(=O)[nH]c(=O)n2C,0,0.4,0,-4,0,-2,0.1,-2,-1
CCO[C@H]1OC(C(=O)N2CCN(Cc3ccccc3)CC2)=C[C@@H](c2coc3ccccc3c2=O)[C@@H]1CCCO,x,0.7,3,x,1,8,x,-5,9
CCN(Cc1ccccc1)C(=O)CCc1nc(CN2CCN(C(=O)c3ccc([N+](=O)[O-])cc3)CC2)no1,0,-0.6,3,-2,1,11,-0.1,4,-3
Cc1cc(C)c(N)c(C(=O)O)c1,3,-2.0,5,10,3,2,0.3,1,-5
Cc1ccc(C(=O)c2ccccc2C(=O)O)c(O)c1,0,1.4,3,-5,0,4,0.0,3,9
COc1ccc(C2=NN(C(=O)CSc3nc4ccccc4s3)C(c3ccc(OC)cc3)C2)cc1 (stereo not given),1,-1.2,-5,19,-7,-7,-0.1,-12,0
NC(=O)C1CCN(C(=O)c2ccc(NS(=O)(=O)c3ccc(F)c(F)c3)cc2)CC1,0,x,1,-10,x,-7,-0.4,-3,1
Cc1cc(C)c(C#N)c(SCC(=O)OC2CCCCC2)n1,12,1.8,-3,-2,-1,-2,0.2,-1,6
CSCCC(NS(=O)(=O)c1cccc(C(F)(F)F)c1)C(=O)N(C)CCOc1ccc(Cl)cc1 (stereo not given),0,-1.7,1,0,-2,-2,0.0,-2,7
NC(=O)c1nsc(C(=O)N(Cc2ccc(F)cc2)C(C(=O)NC2CCCC2)c2ccco2)c1N (stereo not given),9,-0.9,10,-2,0,6,-0.5,-4,-4
Cc1ccc(S(=O)(=O)Nc2ccccc2C(=O)NCc2cccnc2)cc1,0,-2.5,4,0,2,6,-0.1,-1,3
O=C(CCc1nc(-c2ccccc2)no1)Nc1cccnc1,3,2.1,2,7,2,3,-0.1,-3,1
CCOC(=O)CCc1nn(C)c(=O)c2ccccc12,4,-1.1,0,5,-2,7,0.3,0,3
O=C1c2ccccc2C(Nc2cccnc2)N1Cc1ccccc1 (stereo not given),4,-2.8,8,-12,4,-1,0.0,1,3
Cc1ccccc1NC(=O)NCCCN1CCN(C2CCCCC2)CC1,0,2.0,4,28,-2,18,0.0,-7,5
CCCC(C)NC(=O)CSCc1ccc(OC)cc1 (stereo not given),0,-1.4,6,13,2,4,0.2,6,-1
CCn1c(SCC(=O)Nc2sc(C)c(C)c2C#N)nnc1C(C)C,0,0.8,0,0,-3,-5,0.1,3,6
CCCNS(=O)(=O)c1ccc(NC(=O)c2ccccn2)cc1,1,x,0,-8,9,0,0.1,2,10

# Screening results (PubChem)
